H9c2 TAG inh – triacylglycerol accumulation inhibition | H9c2 cells, Nile Red lipid (TAG) fluorescence; cells loaded with 200 µM oleic acid | 230,000 compounds, 0.66% hits | inhibition, % at 12.5 µM;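 active means pattern-corrected inhibition of lipid staining of at least 50% with the nuclear-stain viability signal not falling by more than 50%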;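 further: 0% = DMSO wells and 100% = triacsin C control wells; some results filed as inactive read as strong as hits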
H9c2 TAG inh DAPI viability – also measured in H9c2 TAG inh; calls as there; DAPI nuclei signal change (viability), lower = more cytotoxic, %;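 whole-well DAPI fluorescence read on a plate reader as a viability signal; minus 50 percent equals half of cells still viable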
The depositor's hits bear a star. These rows are one share of the data; the hit share may differ from the screen's.

The line under a structure holds: H9c2 TAG inh DAPI viability	H9c2 TAG inh
> CCc1ccccc1NC(=O)CN1CCN(C(=O)c2ccc(OCc3cn4ccccc4n3)cc2)CC1
 : -7	4
> O=C(C1CCN(S(=O)(=O)c2cccs2)CC1)N1CCN(Cc2ccccc2)CC1
 : -4	2
> CCC1(c2ccccc2)C(=O)N=C(N)N(C#N)C1=O (configuration not stated)
 : -1	-1
> c1ccc(C2Nc3ccccc3-c3nc4ccccc4n32)cc1 (configuration not stated)
 : 47	25
> Cc1ccc(-c2cc(C(=O)N(C)CC(=O)Nc3ccccc3Br)c3ccccc3n2)o1
 : 59	-2
> C=CCn1c(C)c(C(C)=O)c(N2CCN(C(c3ccccc3)c3ccccc3)CC2)nc1=S
 : 4	13
> NS(=O)(=O)c1ccc(-c2c(-c3ccccc3)sc3ccccc23)cc1
 : 2	-3
> CCN(CC)Cc1c(O)c(Cl)cc2c3c(c(=O)oc12)CCCC3
 : 41	-7
> COC(=O)CSc1cc(C(=O)c2nccn2C)c2ccccc2n1
 : 2	6
> O=C(NCCS(=O)(=O)NCc1cccs1)c1ccccc1
 : 2	-7
> CN(C)CCCN1c2ccccc2CCc2ccc(Cl)cc21
 : -14	35
> O=C(COc1cccc(F)c1)Nc1nc(-c2ccncc2)cs1
 : -1	11
> CCOc1ccc(OCCCC(=O)Nc2cc(Cl)ccc2-n2cncn2)cc1
 : 6	5
> COc1ccc(S(=O)(=O)N2CCOCC2)cc1Br
 : -3	-3
> CCOc1cc(-c2nc(-c3ccccc3OC)no2)cc(OCC)c1OCC
 : 10	1
> Cc1ccc(C)c(S(=O)(=O)N2CCN(C(=O)CCC(=O)c3cc(C)sc3C)CC2)c1
 : -9	-11
> O=C(NCc1ccco1)C(=O)NCC1OCCCN1S(=O)(=O)c1ccc(F)cc1 (configuration not stated)
 : -1	-7
> O=C(O)CSc1nnc(-c2cccc(S(=O)(=O)N3CCOCC3)c2)n1-c1ccc(F)cc1
 : 1	4
> COC(=O)C1C2CC3c4[nH]c5cc(OC)ccc5c4CCN3CC2CC(OC(=O)CC(C)=O)C1OC (configuration not stated)
 : 9	-5
> CCC[C@H]1COCCS(=O)(=O)N1Cc1ccccc1F
 : -3	2
> COc1ccc(N2CCN(C3CCCN(C(=O)CSC)C3)CC2)cc1 (configuration not stated)
 : 0	-8
> COc1ccc(CNC(=O)CN(CCC(C)C)S(=O)(=O)c2ccc3c(c2)OCCO3)cc1
 : -8	-27
> Cc1nnc(SCC(=O)NCCOc2ccc(Cl)cc2)n1-c1ccccc1
 : -4	9
> COc1ccc(NC(=O)C2(C)CCN2Cc2cccc(OC)c2F)cc1OC (configuration not stated)
 : 10	-15
> Cc1cc(C)cc(OCC(=O)N2CCN(c3ncccn3)CC2)c1
 : 3	-30
> CCCCN(C(=O)CCOc1ccc(OCC)cc1)c1c(N)n(Cc2ccccc2)c(=O)[nH]c1=O
 : -1	-3
> CCc1nnc(NC(=O)c2cc(S(=O)(=O)N3CCN(CC)CC3)ccc2Cl)s1
 : 3	5
> N#Cc1c(-c2cccnc2)c2c([nH]c1=O)-c1ccccc1OC2
 : -1	10
> CC(OC(=O)c1nsc(Cl)c1Cl)C(=O)NC(C)(C)C (configuration not stated)
 : 4	2
> Oc1ccc(-c2nnc(Nc3ccccc3)c3ccccc23)cc1
 : -5	-4

Structures from the list above that have an NH in an aromatic ring, in the order listed:
The line under a structure holds: H9c2 TAG inh DAPI viability	H9c2 TAG inh
> COC(=O)C1C2CC3c4[nH]c5cc(OC)ccc5c4CCN3CC2CC(OC(=O)CC(C)=O)C1OC (configuration not stated)
 : 9	-5
> CCCCN(C(=O)CCOc1ccc(OCC)cc1)c1c(N)n(Cc2ccccc2)c(=O)[nH]c1=O
 : -1	-3
> N#Cc1c(-c2cccnc2)c2c([nH]c1=O)-c1ccccc1OC2
 : -1	10

Next records follow:
The line under a structure holds: H9c2 TAG inh DAPI viability	H9c2 TAG inh
> COC(=O)COc1ccc(S(=O)(=O)NCc2ccco2)cc1Cl
 : 16	-10
> O=C(Cc1c[nH]c2ccccc12)NCc1ccccc1F
 : -12	-7
> COC(=O)c1ccc(-c2ncc[nH]2)cc1
 : -13	21
> CCCn1ncc(/C=N/O)c1C
 : 4	-5
> COc1cccc(-c2cc3nc(NCc4ccccc4F)n(C)c(=O)c3s2)c1
 : -4	26
> CC(C)N(C(=O)CSc1nnc(NC(=O)c2cccs2)s1)C(C)C
 : 8	0
> O=C1CCCCCC1C1(O)C(=O)Nc2ccc(Br)cc21 (configuration not stated)
 : -15	14
> O=C(C[C@H]1C/C=C\CC[C@@H](Cc2ccc(F)cc2)C(=O)O[C@@H](c2ccccc2)CNC1=O)N[C@H](CO)Cc1ccccc1
 : -24	26
> Cc1nn(CC2CC2)c(=O)n1-c1ccccc1
 : -2	21
> O=C1C(Cl)=C(NCC2CCCO2)C(=O)N1c1ccccc1 (configuration not stated)
 : 0	-3
> c1coc(CNc2ncnc3nc[nH]c23)c1
 : 1	-3
> CC(C)C(NC(=O)c1ccc(F)cc1)C(=O)NCC1CCCO1 (configuration not stated)
 : 8	2
> O=C(COc1ccccc1Cl)Nc1nc(-c2ccncc2)cs1
 : 8	-17
> CCOc1c(Nc2ccccc2O)c(=O)c1=O
 : -3	13
> CCOC(=O)CSc1nc(N(C)C)nc(N(C)C#N)n1
 : 4	-4
> Cc1nc2c(=O)n(-c3cccc(C(F)(F)F)c3)nc(C)c2s1
 : -1	-2
> CCOC(=O)c1cc(NC(=O)c2cccnc2)ccn1
 : -5	11
> CCCn1c(C)cc(C(=O)COC(=O)c2c(C)nn(-c3ccccc3)c2C)c1C
 : 7	-5
> CN(C(=O)COC(=O)CN1C(=O)c2ccccc2C1=O)c1c(N)n(Cc2ccccc2)c(=O)[nH]c1=O
 : 0	8
> Cc1cccc(C)c1NC(=O)C(=O)NCC1CCCN1S(=O)(=O)c1ccccc1 (configuration not stated)
 : 9	-7
> NC(=O)C(=O)N/N=C/c1c[nH]c2ccc(Br)cc12
 : -13	12
> Cc1cc(N2CCCC2)nc(SCC(=O)c2ccccc2)n1
 : 1	-11
> CCC(NC(=O)c1cc(COc2ccc(OC)cc2Cl)on1)c1ccncc1 (configuration not stated)
 : -5	3
> COc1ccc(NC(=O)COC(=O)C2CCCN2C(=O)OC(C)(C)C)cc1Cl (configuration not stated)
 : -10	-1
> CC(C)OC(=O)C(C)(C)Oc1ccc(C(=O)c2ccc(Cl)cc2)cc1
 : 2	-12
> Cc1ccc(NC(=O)c2cc(-c3cc(Cl)ccc3C)n[nH]2)cc1NS(C)(=O)=O
 : -2	14
> N/C(=N\c1nc(CSc2ccccn2)cc(=O)[nH]1)Nc1ccc(Cl)cc1Cl
 : 3	-17
> CCOc1ccc(-c2nc(N)ncc2Oc2cccc(OC)c2)c(O)c1
 : -8	1
> O=C(Nc1ccc(Oc2ccc(Cl)cc2)cc1)c1ncn[nH]1
 : 7	19
> CCc1cccc(NC(=O)c2cc(OC)c(OC)c(OC)c2)c1
 : 6	20

Given field by field: part of the list above
smiles: O=C(Cc1c[nH]c2ccccc12)NCc1ccccc1F
  H9c2 TAG inh DAPI viability: -12 | H9c2 TAG inh: -7

smiles: COC(=O)c1ccc(-c2ncc[nH]2)cc1
  H9c2 TAG inh DAPI viability: -13 | H9c2 TAG inh: 21

smiles: CCCn1ncc(/C=N/O)c1C
  H9c2 TAG inh DAPI viability: 4 | H9c2 TAG inh: -5

Going on with the list.
The line under a structure holds: H9c2 TAG inh DAPI viability	H9c2 TAG inh
> O=C(OCCOc1ccc(F)cc1)c1ccc(S(=O)(=O)N2CCCC2)cc1
 : 4	-1
> Cc1noc(C(=O)Nc2sc3c(c2C#N)CCC3)c1Cl
 : -3	-10
> COc1cccc(NC(=S)NCc2ccco2)c1
 : 10	-6
> O=C(Nc1cc(S(=O)(=O)N2CCOCC2)ccc1-n1cncn1)c1ccc(Cl)cc1
 : 7	2
> CCN(CC(=O)Nc1c(F)cccc1F)C(=O)C1CC(=O)N(c2ccccc2OC)C1 (configuration not stated)
 : 11	-3
> CC(=O)Nc1ccc(NC(=O)C2CCCN2S(=O)(=O)c2cccc(C(F)(F)F)c2)cc1 (configuration not stated)
 : 5	-3
> COC(=O)c1ccc(C2C(C(C)=O)=C(C)Nc3ncnn32)cc1 (configuration not stated)
 : -9	9
> CC(C)Oc1cccc(C(=O)NC(=S)Nc2ccc(N3CCN(C)CC3)cc2)c1
 : 9	-6
> COc1ccc(OC)c(NC(=O)c2ccc(NC3=NC4CS(=O)(=O)CC4S3)cc2)c1 (configuration not stated)
 : -5	3
> COc1ccc(NC2=CC(=O)CC(c3ccc(C)cc3)C2)c(OC)c1 (configuration not stated)
 : 0	-16
> Cc1ccc(/C(N)=N/OC(=O)C23CC4CC(CC(C4)C2)C3)cc1
 : 7	-11
> COc1ccc2nc(NCc3ccc(OC)c(OC)c3OC)sc2c1
 : -9	1
> O=C(c1ccncc1)N1CCN(C(=O)c2cccs2)CC1
 : -7	7
> C=C1CCN(C(C)C(=O)O)S(=O)(=O)c2ccccc21 (configuration not stated)
 : -4	16
> CC(=O)Nc1ccc(S(=O)(=O)N2CCCN(c3nc(C)cc(C)c3C#N)CC2)cc1
 : 2	3
> CCCSCCCNC(=O)Cn1cc2c(n1)CCC(C)C2 (configuration not stated)
 : 0	6
> O=C(Nc1ccc(N2CCOCC2)cc1)C1(S(=O)(=O)c2ccccc2)CC1
 : 14	-5
> Cc1cccc(C)c1NC(=O)CNC(=O)c1ccc(COc2ccccc2)cc1
 : -5	-10
> Cc1onc(-c2ccccc2)c1-c1ccnn1C(=O)NC(C)C
 : -5	-7
> O=C(c1ccc2c(c1)OCCO2)N1CCCC(CNS(=O)(=O)c2cccs2)C1 (configuration not stated)
 : -6	-22
> COCCn1c(SCC(=O)Nc2ccc(S(=O)(=O)N3CCOCC3)cc2)nc2ccccc21
 : -13	15
> O=Cc1ccc(C(=O)OCC(=O)NCCC2=CCCCC2)cc1
 : 8	-17
> O=C(CN1CCOCC1)N/N=C/c1ccc(-c2ccc(C(=O)O)cc2)o1
 : 5	-5
> CC(=O)NC(CC(=O)OCC(=O)N1CCN(S(=O)(=O)c2ccc(C)cc2C)CC1)c1ccccc1 (configuration not stated)
 : 1	16
> O=C(CSc1cccc[n+]1[O-])C12CC3CC(CC(C3)C1)C2
 : 1	3
> Cc1ccc(S(=O)(=O)N2CCN(C(=O)c3nn(C(C)C)c(=O)c4ccccc34)CC2)cc1C
 : 8	4
> CN(C(=O)COC(=O)c1ccc(=O)n(Cc2ccccc2)n1)C1CCS(=O)(=O)C1 (configuration not stated)
 : -8	5
> Cc1cccc(CN2CCC(n3nccc3NC(=O)c3ccccc3C)CC2)n1
 : 2	4
> O=S(=O)(c1cccs1)N1CCN(c2ccc(O)cc2)CC1
 : 0	-8
> CN1CCN(C(=O)CCCN2C(=O)/C(=C/c3ccc(Cl)cc3)SC2=S)CC1
 : 13	0
> O=C(CNC(=O)c1ccc(Cl)cc1)N/N=C/c1cccnc1
 : 3	-6
> Cc1ccccc1OCc1nc(-c2ccc(Br)o2)no1
 : 2	-5
> CC(=O)OCc1cc(-c2nn(C)c(=O)c3ccccc23)ccc1C
 : 7	-14
> CN(C)CC(=O)Nc1ccc2cn[nH]c2c1
 : 15	-11
> C#CCOCCOCCOCCNc1nc(N2CCN(C(=O)[C@H](Cc3ccc(O)cc3)n3cc([C@@H](N)C(C)CC)nn3)CC2)nc(N2CCN(C(=O)[C@H](CCCCN)n3cc([C@@H](N)CO)nn3)CC2)n1 (some centres not stated)
 : 1	10
> COc1cc2ncnc(NCc3ccc(C)cc3)c2cc1OC
 : 0	-4
> COc1ccc(C)cc1NC(=O)C(NC(=O)c1cc(OC)c(OC)c(OC)c1)C(C)C (configuration not stated)
 : -8	-4
> Cn1c2ccc(F)cc2c2ncn(CC3CCCO3)c(=O)c21 (configuration not stated)
 : 14	-21
> CCOC(=O)c1ccc(NC(=O)CC2C(=O)N(c3cccc(OC)c3)C(=O)N2CCOC)cc1 (configuration not stated)
 : 3	13
> CCCC(=O)NC(=S)Nc1ccccc1C(=O)OC
 : 2	3
> CC1(C)CN(O)CCN1O
 : -4	3
> Cc1nc2ccc(S(=O)(=O)NC(C(=O)N3CCCCCC3)C(C)C)cc2s1 (configuration not stated)
 : -12	2
> S=C(Nc1ccccn1)NC1CCCCC1
 : -7	9
> Cc1cc(C)nc(SCc2ccc(C(=O)N/N=C/c3ccccn3)cc2)n1
 : -6	1
> COc1ccccc1NS(=O)(=O)c1ccc(NC(=O)Cc2cccs2)cc1
 : 0	-1
> C[C@H](CO)N1C[C@H](C)[C@@H](CN(C)S(=O)(=O)c2ccccc2)Oc2ccc(NS(=O)(=O)c3ccccc3)cc2C1=O
 : 1	1
> COc1ccccc1N1CC(C(=O)NC2CCCCCC2)CC1=O (configuration not stated)
 : -8	-2
> C/C=C/C(=O)N1CC2(CC(c3cccc(NC(=O)CC(c4ccccc4)c4ccccc4)c3)=NO2)C[C@H]1C(N)=O (some centres not stated)
 : 3	-7

Arranged by heavy-atom count (falling): some entries from above
The line under a structure holds: H9c2 TAG inh DAPI viability	H9c2 TAG inh
> COc1ccc(C)cc1NC(=O)C(NC(=O)c1cc(OC)c(OC)c(OC)c1)C(C)C (configuration not stated)
 : -8	-4
> Cc1nc2ccc(S(=O)(=O)NC(C(=O)N3CCCCCC3)C(C)C)cc2s1 (configuration not stated)
 : -12	2
> COc1cc2ncnc(NCc3ccc(C)cc3)c2cc1OC
 : 0	-4
> Cn1c2ccc(F)cc2c2ncn(CC3CCCO3)c(=O)c21 (configuration not stated)
 : 14	-21
> Cc1ccccc1OCc1nc(-c2ccc(Br)o2)no1
 : 2	-5
> S=C(Nc1ccccn1)NC1CCCCC1
 : -7	9
> CC1(C)CN(O)CCN1O
 : -4	3
